# Assay outcomes deposited in PubChem by NCI.
# All columns: NCI-60 one-dose screen, growth in % after 48 h at 10 µM unless noted; 100 = growth as untreated, 0 = no growth, -100 = all killed.
# MDA-MB-468 – MDA-MB-468 breast cancer. actives 8.5% (n = 78,000). AID 2202374
# K-562 – K-562 leukemia | actives 7.4% (n = 78,000) | AID 1794777
# MOLT-4 – MOLT-4 leukemia cells | actives 6.9% (n = 80,000)
# MDA-MB-231 – MDA-MB-231 breast cancer. AID 1794789. actives 5% (n = 81,000)
# MDA-MB-435 – MDA-MB-435 melanoma | actives 7.8% (n = 82,000)
# SR – SR leukemia cells. actives 8.7% (n = 73,000)
# RPMI-8226 – RPMI-8226 leukemia cells | actives 7.5% (n = 77,000)
# CCRF-CEM – CCRF-CEM leukemia; actives 7% (n = 77,000)
# An asterisk follows results filed as active; . = not tested or not shown; & = joins results of further samples; ! = a repeat was not active. How the source made its calls: active means growth percent below 10; inactive means the rest.
SMILES	MDA-MB-468	K-562	MOLT-4	MDA-MB-231	MDA-MB-435	SR	RPMI-8226	CCRF-CEM
COC(=O)[C@@]12C(=O)N(Cc3ccc(OC)cc3OC)C(C)(C)C1=Cc1cccc3c1[C@@]2(O)C(=O)N3C	100.9	99.4	101.7	113.2	104.8	.	107.0	101.5
N=c1nc2n3c(nnnc3n1)NN2	.	104.1	105.3	112.6	116.1	101.2	97.2	91.6
O=C(CCCc1ccc(N(CCCl)CCCl)cc1)OCc1ccccc1	87.0	93.8	76.7	102.9	94.4	42.2	96.3	82.1
CNC(=O)Oc1ccc(C)cc1OC	103.3	98.4	103.6	108.3	111.5	103.6	100.9	98.7
O=C(O)c1nn(Cc2ccc(Cl)cc2Cl)c2ccccc12	116.4	87.8	91.0	91.8	99.9	93.4	104.4	105.3
C=CCN1CC[C@]23c4c5ccc(O)c4OC2C(=O)CC[C@@]3(O)[C@H]1C5 (stereo partly specified)	106.1	110.7	109.5	123.9	100.7	.	103.6	104.4
CC(=O)[C@H]1[C@H](N2CC2)C[C@H]2[C@@H]3CC=C4C[C@@H](O)CC[C@]4(C)[C@H]3CC[C@@]21C	90.7	75.0	69.5&62.2	96.2&94.1	100.7&103.4	58.2	66.5&59.9	76.7&74.6
CCOP(=S)(OCC)Oc1ccc([N+](=O)[O-])cc1	110.7	120.7	85.0	113.4	110.1	89.4	75.3	65.6
NC(=O)CS(=O)C(c1ccccc1)c1ccccc1 (stereo unspecified)	104.3&107.2	103.2&101.8	106.4&91.3	106.2&112.2	98.0&104.7	92.0	93.6&105.3	91.6&88.5
COc1cc(C)c(-c2ccc(OC)c(=O)cc2C)c(OC)c1OC	77.1&33.8	6.4*!	102.0&12.3	99.8&18.3	-4.1*!	9.9*!	94.4&15.0	96.8&10.1
CCCCC/C=C\C/C=C\C/C=C\C/C=C\CCCC(=O)NCC(=O)O	121.0	111.2	91.3	125.7	128.3	231.2	96.6	105.2
CC1(C)C(C(=O)c2cn(CCF)c3ccccc23)C1(C)C	106.5	73.9	75.6	99.3	106.7	71.8	87.4	92.4
CN(C)C(=O)Oc1ccccc1	113.4	111.4	110.5	115.1	111.9	108.9	103.8	104.3
CC1=CP(=O)(Oc2ccc([N+](=O)[O-])cc2)CC1 (stereo unspecified)	101.0	112.1	93.3	95.1	103.6	114.9	100.6	98.9
COc1ccc(/C=C\c2cc(OC)c(OC)c(OC)c2)cc1OCC(=O)Nc1nc2ccc(F)cc2s1	37.3	38.1	12.5	46.7	15.5	13.8	48.3	40.4
Nc1ccc(N)cc1	114.0	117.9	77.8	109.6	98.8	72.9	117.8	81.8
CCOP(=O)(OCC)C(O)c1ccccc1Cl (stereo unspecified)	102.7	97.7	97.8	117.8	118.5	93.2	102.0	93.9
Cc1nc2c(s1)CC[C@@]1(C)C2=CC[C@@H]2[C@@H]1CC[C@]1(C)C(=O)CC[C@@H]21	104.5	98.1	95.9	105.7	98.4	98.5	97.3	99.7
Cc1ccccc1O	103.0	119.1	107.4	115.3	116.6	128.3	108.1	103.4
C[C@]12CCC(=O)C=C1C=C[C@@H]1[C@@H]2CC[C@]2(C)OC(=O)CC[C@@H]12	99.4	104.6	104.0	104.5	108.1	100.1	100.0	105.7
Clc1ccc(C(c2ccc(Cl)cc2)C(Cl)Cl)cc1	98.2	60.5	97.5	89.5	109.3	62.7	107.7	103.1
ClCc1ccc2ccccc2n1	84.1	72.3	81.3	101.8	93.9	88.2	98.6	103.3
CCOC(=O)C1C(=O)C(CN(CCCl)CCCl)C(=O)C(C(=O)OCC)C1c1ccc(O)cc1 (stereo unspecified)	70.4	96.8	88.6	86.3	113.5	21.7	90.9	66.0
CCC(=O)C1(c2ccccc2)CCNCC1	121.3	98.8	90.9	105.9	.	91.3	.	.
CNC(=O)CCl	100.3	121.3	117.5	.	100.8	108.8	106.4	94.0
CN(C)CC(O)c1cn(C)c2ccccc12 (stereo unspecified)	101.1	100.0	95.0	93.9	105.8	100.4	95.0	98.9
CCN(/C=C1\CC2C3CC=C4CC(O)CCC4(C)C3CCC2(C)C1=O)CC (stereo unspecified)	97.5	88.4	102.3	87.9	115.6	105.7	100.5	93.1
C=C1[C@@H](C)[C@H]2[C@H](Cc3ccccc3)NC(=O)[C@]23[C@@H](O)/C=C/[C@@](C)(O)C(=O)[C@@H](C)C/C=C/[C@H]3[C@@H]1O	-39.0*	52.0	61.5	32.9	80.5	64.3	68.4	48.0
CCOP(=O)(OCC)OC(C[N+](=O)[O-])C(Cl)(Cl)Cl (stereo unspecified)	100.0	112.9	109.1	127.1	96.7	101.4	100.6	123.9
O=C1CC(=O)NC(=S)N1	95.1	114.7	114.0	119.1	112.6	.	99.0	107.0

# Fetched one by one from above, four records:
SMILES	MDA-MB-468	K-562	MOLT-4	MDA-MB-231	MDA-MB-435	SR	RPMI-8226	CCRF-CEM
Nc1ccc(N)cc1	114.0	117.9	77.8	109.6	98.8	72.9	117.8	81.8
CCOP(=O)(OCC)OC(C[N+](=O)[O-])C(Cl)(Cl)Cl (stereo unspecified)	100.0	112.9	109.1	127.1	96.7	101.4	100.6	123.9
C[C@]12CCC(=O)C=C1C=C[C@@H]1[C@@H]2CC[C@]2(C)OC(=O)CC[C@@H]12	99.4	104.6	104.0	104.5	108.1	100.1	100.0	105.7
CCOP(=S)(OCC)Oc1ccc([N+](=O)[O-])cc1	110.7	120.7	85.0	113.4	110.1	89.4	75.3	65.6

# Grouped by structure, the compounds so far with a COOH group
SMILES	MDA-MB-468	K-562	MOLT-4	MDA-MB-231	MDA-MB-435	SR	RPMI-8226	CCRF-CEM
O=C(O)c1nn(Cc2ccc(Cl)cc2Cl)c2ccccc12	116.4	87.8	91.0	91.8	99.9	93.4	104.4	105.3
CCCCC/C=C\C/C=C\C/C=C\C/C=C\CCCC(=O)NCC(=O)O	121.0	111.2	91.3	125.7	128.3	231.2	96.6	105.2

# (continued)
SMILES	MDA-MB-468	K-562	MOLT-4	MDA-MB-231	MDA-MB-435	SR	RPMI-8226	CCRF-CEM
C=CCCC1(CCC)C(=O)NC(=O)NC1=O	93.0	104.3	105.4	108.0	94.4	93.9	100.5	98.8
CC[C@H](C)[C@H](NC(=O)c1cccn1C)C(=O)N(C)[C@H](C[C@@H](OC(C)=O)c1nc(C(=O)N[C@@H](Cc2ccccc2)C[C@H](C)C(=O)OC)cs1)C(C)C	25.9	6.8*	16.2	-13.7*	-18.2*	14.4	18.6	18.7
Nc1ccc(S(=O)(=O)F)c(Cl)c1	.	91.2	87.1	117.4	112.2	90.2	94.2	92.1
NC(N)=N/N=C\c1ccc(/C=N/N=C(N)N)cc1	115.6	173.3	205.1	106.3	90.2	132.0	.	104.6
CC(C)CCC[C@@H](C)[C@H]1CC[C@H]2[C@@H]3C/C(=N\OC(=O)c4ccc(N(CCCl)CCCl)cc4)C4=CC(=O)CC[C@]4(C)[C@H]3CC[C@]12C	101.9	101.2	97.0	103.8	105.6	96.5	91.7	96.2
CC(=O)Nc1nc2c(s1)CC[C@@]1(C)C2=CC[C@H]2[C@@H]3CC[C@H](O)[C@@]3(C)CC[C@@H]21	58.2	17.5	50.8	81.5	5.9*	24.9	34.1	38.8
C[C@]1(O)CC[C@H]2[C@@H]3CCC4=CCCC[C@@H]4[C@H]3CC[C@@]21C	97.9	99.7	95.4	104.4	109.3	91.0	88.6	85.9
Cc1ccc(-n2c(Sc3nnc(N)s3)nc3ccc(C)cc3c2=O)cc1	99.9	101.7	99.5	78.1	94.1	67.3	96.3	134.4
O=P(Oc1ccc(-c2ccccc2)cc1)(N1CC1)N1CC1	72.2	99.4	83.9	112.1	109.3	53.2	105.2	99.9
OC1CC2CC1C1C2C2(Cl)C(Cl)=C(Cl)C1(Cl)C2(Cl)Cl (stereo unspecified)	78.4	66.0	88.6	93.5	85.5	87.2	83.7	80.9
Cc1cc[n+](C(C)(C)C)o1	114.0	93.9	95.1	110.5	107.3	.	110.0	101.5
N#CCN	96.2	101.7	104.4	104.3	102.9	101.9	87.7	.
COc1cc2c(cc1OC)C(C)NCC2 (stereo unspecified)	104.1	.	.	125.3	96.7	.	98.7	99.1
CC(=O)Oc1ccccc1C(=O)NC([Se])=NC1CCCCC1	-4.3*	61.8	29.4	.	8.9*	41.4	27.9	28.5
c1cnc2[nH]cc(-c3csc(-c4cn(CCN5CCOCC5)c5ccccc45)n3)c2c1	51.8	52.6	41.9	55.1	67.9	68.3	43.7	51.3
COC(=O)COc1ccc(Cl)cc1Cl	89.6	98.9	93.7	102.0	104.2	.	112.4	107.8
O=c1c([N+](=O)[O-])cn(O)cc1[N+](=O)[O-]	101.0	103.2	87.3	121.3	106.7	86.9	.	100.3
Cc1ccc(C)c(OP(=O)(Oc2cc(C)ccc2C)Oc2cc(C)ccc2C)c1	105.4	.	87.9	90.8	100.6	68.9	94.7	87.5

# Some of the compounds tested (hit frequency here may not be typical).
